JMJD2C inh – inhibitors of human GASC-1 (JMJD2C) demethylase; Q9H3R0; GST-JMJD2C(1-420) H3K9me3 demethylation, DELFIA europium; inhibition, % at 2.35 µM; actives 0.069% (n = 330,000);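 active = more than half of a compound's replicate wells show inhibition beyond 50%, single wells judged on their own value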;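 also: signal counts dimethyl H3K9 product captured on neutravidin plate; 0% = median of DMSO wells and 100% = 0.3 times that DMSO median; strong numbers were not always called active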
Target sequence (Q9H3R0 1-420 limits assumed): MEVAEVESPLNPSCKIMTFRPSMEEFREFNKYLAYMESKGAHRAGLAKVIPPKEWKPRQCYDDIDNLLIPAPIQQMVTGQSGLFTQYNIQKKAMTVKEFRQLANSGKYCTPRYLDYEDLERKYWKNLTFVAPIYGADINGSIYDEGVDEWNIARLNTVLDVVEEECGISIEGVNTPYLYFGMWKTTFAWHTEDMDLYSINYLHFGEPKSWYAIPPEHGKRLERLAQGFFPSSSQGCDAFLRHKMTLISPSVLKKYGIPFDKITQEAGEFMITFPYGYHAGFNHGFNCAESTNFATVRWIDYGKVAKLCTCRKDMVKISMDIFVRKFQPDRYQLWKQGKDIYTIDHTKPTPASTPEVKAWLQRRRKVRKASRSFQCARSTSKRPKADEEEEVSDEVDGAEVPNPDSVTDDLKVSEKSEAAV
EBNA-1 inhibitor – blocks EBNA-1 binding to DNA; EBNA-1 DNA binding, fluorescence polarization; inhibition, % at 14.8 µM; actives 0.34% (n = 300,000); in the data active = inhibition above about 28%
CTSL1 counter – cathepsin L1 inhibition, PFM18AAP counter-screen; inhibition, % at 5.96 µM; recombinant F. hepatica cathepsin L1, Z-Leu-Arg-MCA fluorescence; actives 0.49% (n = 300,000);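 active = inhibition above the mean of all tested compounds plus 3 SD, set per screening campaign, cut at about 17% in these data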;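 also: 0% = plate median of test compound wells and 100% = 1 µM Z-Phe-Ala-diazomethylketone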
PP1 counter – blocks human PP1-alpha phosphatase, a PP5 counter-screen | P62136 | purified PP1alpha, OMFP fluorescence | inhibition, % at 6.7 µM | actives 0.9% (n = 320,000) | AID 2235;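 active = inhibition above the mean inhibition of all tested compounds plus 3 SD, computed separately for each screening campaign, cut at about 15% in these data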
PP5 primary – PP5 (human) phosphatase inhibition | P53041 | purified PP5c, OMFP substrate fluorescence | inhibition, % at 6.7 µM | actives 0.18% (n = 320,000) | AID 1987;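 active = inhibition above the campaign's mean inhibition across all tested compounds plus 3 SD, cut at about 9.5% in these data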;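 also: 0% = DMSO only and 100% = 100 µM cantharidin control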
Target sequence (P53041 whole entry, looked up): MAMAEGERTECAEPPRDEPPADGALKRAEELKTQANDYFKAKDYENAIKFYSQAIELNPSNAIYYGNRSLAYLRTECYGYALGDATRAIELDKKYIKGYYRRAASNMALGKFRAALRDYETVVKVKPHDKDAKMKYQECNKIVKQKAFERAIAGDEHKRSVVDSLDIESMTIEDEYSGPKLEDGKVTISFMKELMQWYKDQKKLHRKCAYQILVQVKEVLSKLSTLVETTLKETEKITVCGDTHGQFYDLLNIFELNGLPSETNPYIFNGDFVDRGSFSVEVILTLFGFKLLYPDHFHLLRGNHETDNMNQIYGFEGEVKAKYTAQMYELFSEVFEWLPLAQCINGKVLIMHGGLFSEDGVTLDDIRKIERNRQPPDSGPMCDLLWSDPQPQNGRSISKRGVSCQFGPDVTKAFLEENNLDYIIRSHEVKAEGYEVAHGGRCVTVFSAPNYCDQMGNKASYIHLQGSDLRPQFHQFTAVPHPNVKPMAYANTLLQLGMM
core dimer inh – HCV core protein dimerization inhibition; TR-FRET GST/Flag-core106 dimerization, 1536-well; inhibition, % at 5 µM; actives 0.33% (n = 300,000);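 active = inhibition above the mean of all tested compounds plus 3 SD, set per screening campaign, cut at about 45% in these data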
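Material: GST/Flag-tagged HCV core106 proteins. Incubation: 4 h, 22.5 °C incubation. Read-out basis: inhibition (%) from 671 over 617 nm ratio. Measured by: TR-FRET, excitation 340 nm, emission 617 and 671 nm.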
ZTA DNA inh – ZTA (EBV) inhibition in EBNA-1 counter-screen. P03206. ZTA-DNA binding, fluorescence polarization. inhibition, % at 11 µM. actives 0.15% (n = 320,000). AID 2234; in the data active = inhibition above about 33%
TPT1 inh – inhibitors of Candida albicans tRNA 2'-phosphotransferase TPT1. recombinant caTPT1, FP RNA substrate dephosphorylation. inhibition, % at 5 µM. actives 0.81% (n = 300,000);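 active = inhibition above the mean of all tested compounds plus 3 SD, set per screening campaign, cut at about 24% in these data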;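 also: plate controls were DMSO alone for no effect and ferristatin control at 100 nM for full effect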
Yeast superoxide – lowers age-related superoxide in aged yeast cells | S. cerevisiae aged cells, superoxide DHE fluorescence; hits give low values | superoxide response (% of plate mean), % at 10 µM | actives 0.18% (n = 330,000) | AID 2690;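 active = superoxide response under a set limit, about three screen SD below normal, cut at about 65% in these data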;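 also: yeast aged for seven days with compound at 30 °C before DHE staining; 100% = average MFI of all compound-treated wells on the plate with controls excluded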
Starred values were filed as active, the others as inactive; nt = no result given; & = joins results of further samples.

item	mol	JMJD2C inh	EBNA-1 inhibitor	CTSL1 counter	PP1 counter	PP5 primary	core dimer inh	ZTA DNA inh	TPT1 inh	Yeast superoxide
1	O=C(CCCCl)NC1=NN(c2ccccc2)C(=O)C1	2	-1	-5	4	0.7	-3	5	35*	86
2	Cc1cc(C)c(-c2c(O)c3ccccc3n(C)c2=O)c(C)c1	10	-3	-3	-2	-1.7	1	3	0	112
3	COc1ccccc1Nc1nnc(SCC(=O)N2CCCC2=O)s1	9	10	5	0	-1.2	0	-10	0	104
4	C=CCNC(=O)C1CC(=O)N(c2ccc(OCC(=O)Nc3ccccc3)cc2)C1 (stereo not drawn)	2	3	-4	-1	3.4	1	-6	3	94
5	CCOC(=O)c1nn(-c2ccc(F)cc2)c2nc(-c3ccccc3)c(C#N)c(=O)n12	3	8	0	3	6.5	10	3	0	99
6	Cc1cc(N2C(=O)C(O)=C(C(=O)c3ccco3)C2c2ccccc2F)no1 (stereo not drawn)	3	1	1	5	0.1	13	14	-2	93
7	Cc1cc(S(=O)(=O)NC2CCCCC2)ccc1OCC(=O)N1CCOCC1	8	-6	1	-4	5.1	2	5	2	126
8	O=C(NCC(=O)N1CCCC(C(F)(F)F)C1)c1ccccc1F (stereo not drawn)	0	0	6	0	1.9	-3	-1	-1	91
9	COc1ccc(NC(=O)CCOc2ccccc2)cc1	-6	6	-1	-2	1.1	17	3	2	102
10	CC1(OC(=O)C2CCCC2)C(=O)C=C2C=C(c3ccsc3)OC=C2C1=O (stereo not drawn)	9	3	1	6	3.2	-2	7	11	93
11	Cc1ccc(C(=O)N2CCCCC2)cc1S(=O)(=O)N1CCOCC1	-18	-2	-2	2	2.9	8	-6	2	117
12	O=C(CC1C(=O)NCCN1Cc1c(F)cccc1Cl)NCCc1ccccn1 (stereo not drawn)	-8	1	-1	-2	0.6	2	4	-2	87
13	C#CCOCCOCCOCCNc1nc(N2CCN(C(=O)Cn3cc(CCCCN)nn3)CC2)nc(N2CCN(C(=O)[C@H]([C@@H](C)CC)n3cc(CCCCN)nn3)CC2)n1	nt	1	1	2	3.6	9	-2	-1	103
14	Nc1nnc(SCC(=O)Nc2nccs2)s1	15	-5	-1	1	3.6	-2	-11	-4	84
15	CCc1nc2ccc(C(=O)NCc3ccco3)cc2nc1CC	6	-12	-1	-3	0.5	-1	17	2	89
16	Cc1cccc(-n2ncc3c(NCc4cccnc4)ncnc32)c1	-2&8	3	3	1	-0.3	4	5	1	88
17	CN(C)/C=N/C(=S)Nc1ccc(Cl)c(Cl)c1	-7	-14	4	-5	3.2	-2	-4	-4	92
18	COc1ccc(C(CNC(=O)CCNS(=O)(=O)c2ccc(C)cc2)N2CCOCC2)cc1 (stereo not drawn)	-8	4	6	-2	0.3	-1	-2	0	98
19	CC1(NC(=O)c2cccc(S(=O)(=O)N3CCN(c4ccccc4)CC3)c2)CCS(=O)(=O)C1 (stereo not drawn)	-9	-8	-3	-4	1.2	-2	-3	2	96
20	Nn1cnnc1SCC(=O)Nc1ccc2c(c1)OCCO2	1	8	-1	-3	-0.1	-7	6	-3	101
21	O=C1C=C(NCc2ccc(Cl)c(Cl)c2)C2(CCCCC2)O1	11	-6	-2	5	2.7	5	-19	-3	101
22	CC(=O)Nc1ccc(NC(=O)[C@@H](NC(=O)c2ccccc2F)C(C)C)cc1	14	-14	-4	2	1.2	-5	-3	5	98
23	O=C1/C(=C\Nc2ccc(OC(F)(F)F)cc2)CCN1c1ncccn1	2	-4	2	-2	1.2	1	1	-8	109
24	CCC[N+](CC#CCO)(CC#Cc1ccccc1)CCC	-3	-5	0	-4	-1.5	2	5	-2	107
25	CC(C)OCC(O)CN1CCN(CCN2C(=O)c3cccc4cccc(c34)C2=O)CC1 (stereo not drawn)	-4	1	-3	1	3.4	-7	-7	-1	105
26	O=C(Cc1n[nH]c(=O)[nH]c1=O)N/N=C/c1ccccc1	-12	0	1	-2	-2.3	-4	6	-1	87
27	CCN(CC)CCCN(C(C)=O)c1nc(-c2cc(OC)ccc2OC)cs1	-3	4	0	0	0.9	4	7	-2	104
28	Cc1cccc(C(=O)Nc2ccc(C(=O)Nc3ccc(O)cc3)cc2)c1	8	2	-1	7	2.5	6	-2	-1	98
29	O=C(NC(=S)Nn1cnnc1)c1ccccc1Br	44	0	3	0	3.9	-5	-4	-1	94
30	COc1ccc(C(=O)NCCCN2CCCC2=O)cc1	0	9	4	-2	-0.5	-2	-19	-2	100

Quoted from above: nos. 14–22
item	mol	JMJD2C inh	EBNA-1 inhibitor	CTSL1 counter	PP1 counter	PP5 primary	core dimer inh	ZTA DNA inh	TPT1 inh	Yeast superoxide
14	Nc1nnc(SCC(=O)Nc2nccs2)s1	15	-5	-1	1	3.6	-2	-11	-4	84
15	CCc1nc2ccc(C(=O)NCc3ccco3)cc2nc1CC	6	-12	-1	-3	0.5	-1	17	2	89
16	Cc1cccc(-n2ncc3c(NCc4cccnc4)ncnc32)c1	-2&8	3	3	1	-0.3	4	5	1	88
17	CN(C)/C=N/C(=S)Nc1ccc(Cl)c(Cl)c1	-7	-14	4	-5	3.2	-2	-4	-4	92
18	COc1ccc(C(CNC(=O)CCNS(=O)(=O)c2ccc(C)cc2)N2CCOCC2)cc1 (stereo not drawn)	-8	4	6	-2	0.3	-1	-2	0	98
19	CC1(NC(=O)c2cccc(S(=O)(=O)N3CCN(c4ccccc4)CC3)c2)CCS(=O)(=O)C1 (stereo not drawn)	-9	-8	-3	-4	1.2	-2	-3	2	96
20	Nn1cnnc1SCC(=O)Nc1ccc2c(c1)OCCO2	1	8	-1	-3	-0.1	-7	6	-3	101
21	O=C1C=C(NCc2ccc(Cl)c(Cl)c2)C2(CCCCC2)O1	11	-6	-2	5	2.7	5	-19	-3	101
22	CC(=O)Nc1ccc(NC(=O)[C@@H](NC(=O)c2ccccc2F)C(C)C)cc1	14	-14	-4	2	1.2	-5	-3	5	98

Remaining list, next part:
item	mol	JMJD2C inh	EBNA-1 inhibitor	CTSL1 counter	PP1 counter	PP5 primary	core dimer inh	ZTA DNA inh	TPT1 inh	Yeast superoxide
31	O=S(=O)(/C=C/c1ccccc1)Oc1ccccc1	5	8	-3	-4	0.8	2	2	-1	108
32	CCOC(=O)N1CCN(C(=O)CSCC(=O)Nc2nc(-c3ccc4c(c3)OCO4)cs2)CC1	nt	8	3	-2	1.9	1	0	-3	89
33	O=C(NNS(=O)(=O)c1ccccc1F)c1sccc1-n1cccc1	-7	2	-4	-1	0.0	0	6	-4	102
34	CCN1C(=O)c2ccc(C(=O)Nc3cccc(C(=O)O)c3)cc2C1=O	2	8	5	-1	-0.1	-2	3	-3	95
35	CC(NCc1ccccc1O)C12CC3CC(CC(C3)C1)C2 (stereo not drawn)	7	-13	1	-3	-0.3	0	-2	-1	98
36	CC(=O)Nc1nonc1-c1nc2ccccc2n1N(C(C)=O)C(C)=O	7	8	0	-1	-2.0	24	15	4	97
37	Cc1cccc(COCCN2CCN(S(=O)(=O)c3ccccc3)CCC2=O)c1	20	2	-6	-5	3.2	7	-7	-5	105
38	O=C(CSc1ccccn1)N/N=C/c1cccc([N+](=O)[O-])c1	0	4	-5	0	-1.7	-5	-11	-4	102
39	O=[N+]([O-])c1ccccc1S(=O)(=O)NCc1cccnc1	9	-2	0	-1	0.4	1	6	2	104
40	O=[N+]([O-])c1cccc2c(S(=O)(=O)N3CCCCC3)cccc12	0	5	1	1	1.0	-8	-11	-1	92
41	Cc1cc(/C=C(\C#N)C(=O)Nc2ccccc2)c(C)n1-c1ccc(C(=O)O)cc1	-3	7	9	-3	-1.9	3	12	-4	114
42	O=C(Nc1nc(-c2ccc(S(=O)(=O)N3CCCC3)cc2)cs1)c1cccs1	6	-3	0	2	7.6	24	11	5	97
43	Cc1cc(C)n(-c2nc(C)nc(NCc3ccccc3)n2)n1	6	-5	-3	-4	1.4	2	11	-4	123
44	Cc1ccc(CNc2nc3ccccc3n3cnnc23)cc1	-18	9	4	5	0.2	-4	-11	-1	97
45	Cc1[nH]c2c(Cl)cccc2c(=O)c1CN1CCCCCC1	-9	-18	2	-6	2.6	-15	-13	-2	81
46	COC(=O)c1cn(NC(=O)Cc2ccc(Cl)cc2)c(=O)c2ccccc12	-1	7	0	-1	0.0	4	10	0	93
47	N#CC1=C(N)OC2=C(C(=O)CC(c3ccccc3)C2)C1c1ccoc1 (stereo not drawn)	-11	0	-2	1	2.1	-6	-4	2	115
48	C(/C=C/c1ccco1)=N/N1CCN(c2ccccc2)CC1	-1	-11	1	-6	1.2	2	11	1	102
49	CCc1ccc(OCCCCN(C)Cc2ccccc2)cc1	2	-5	0	5	2.6	-3	-9	2	90
50	O=C(OCCCOC(=O)c1cc[n+]([O-])cc1)c1cc[n+]([O-])cc1	5	9	0	-4	2.1	-4	-6	-3	101
51	CSc1ccc(-c2c(C#N)c(N)nc3c2CCCC3)cc1	-2	5	1	-2	5.5	3	4	1	64*
52	O=C(CSc1cn(Cc2ccccc2)c2ccccc12)Nc1nccs1	-5	36*	1	16*	5.1	-87	2	-1	105
53	COCCn1c(SCC(=O)N2CCN(c3ccccc3)CC2)nc2c(c1=O)SC(C)C2 (stereo not drawn)	9&0	-9	0	1	-0.6	-2	6	1	77
54	O=S(=O)(c1ccccc1)N1CCN(c2cc(-c3ccccc3)nc3ncnn23)CC1	6	7	-6	3	5.0	6	-10	0	85
55	COc1ccc(CC(=O)NCc2ccco2)cc1OC	8	3	2	-1	-1.2	-2	2	2	96
56	CC(C)C(c1nnnn1C1CCCCC1)N1CCCc2ccccc21 (stereo not drawn)	-9	-2	6	1	4.6	18	12	-1	89
57	O=C(Nc1nc2c(s1)CCCC2)c1ccc(N2C(=O)CCC2=O)cc1	6	1	0	1	2.0	6	-8	-1	107
